PAFAH2 FP inh – PAFAH2 enzyme inhibitors, primary screen, biochemical, fluorescence polarization, human; Platelet-activating factor acetylhydrolase 2, cytoplasmic (Homo sapiens), Q99487; hit rate 0.99% among 340,000; inhibition, % at 3.39 µM; recombinant PAFAH2, FP-rhodamine activity probe;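 active = inhibition above the mean over all tested compounds plus 3 SD, cut at about 30% in these data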;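 note: inhibitors block probe labeling of enzyme so polarization drops; 0% = enzyme with DMSO and 100% = wells lacking PAFAH2 protein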
GSTO1 counter – inhibitors of recombinant GSTO1, primary screen, counter-screen for RBBP9 inhibitor project, biochemical, fluorescence polarization; Glutathione S-transferase omega-1 (Homo sapiens), P78417; activity-based probe fluorescence polarization; inhibition, % at 5.96 µM; hit rate 1.1% among 300,000;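 active = inhibition above the campaign mean inhibition plus 3 SD, cut at about 35% in these data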;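 note: 0% = GSTO1-1 with DMSO and 100% = wells lacking GSTO1-1 enzyme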
LYPLA1 inh – LYPLA1 inhibitors, primary screen, counter-screen for PME1 inhibitor project, biochemical, fluorescence polarization, FP-Rh probe ABPP; recombinant LYPLA1; Acyl-protein thioesterase 1 (Homo sapiens), O75608; hit rate 0.16% among 320,000; inhibition, % at 5.9 µM;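 active = inhibition above the mean of all tested compounds plus 3 SD, set per campaign, cut at about 14% in these data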;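 note: inhibitors block serine hydrolase probe labeling of LYPLA1 so polarization falls; 0% = enzyme with DMSO and 100% = wells lacking LYPLA1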
PAFAH1B2 inh – PAFAH1B2 enzyme inhibitors, primary screen, biochemical, fluorescence polarization, human | Platelet-activating factor acetylhydrolase IB subunit alpha2 (Homo sapiens), P68402 | recombinant PAFAH1B2, FP-rhodamine activity probe | inhibition, % at 3.39 µM | hit rate 1.2% among 340,000;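 active = inhibition above the mean of all tested compounds plus 3 SD, cut at about 24% in these data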;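 note: 0% = enzyme with DMSO and 100% = wells lacking PAFAH1B2; many of its hits are not listed in these tables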
PAFAH1B3 inh – PAFAH1B3 enzyme inhibitors, primary screen, biochemical, fluorescence polarization, human; recombinant PAFAH1B3, FP-rhodamine probe; AID 492972, 2010; Platelet-activating factor acetylhydrolase IB subunit alpha1 (Homo sapiens), Q15102; inhibition, % at 3.39 µM; hit rate 0.28% among 340,000;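 active = inhibition above the screen-wide average of all tested compounds plus 3 SD, cut at about 25% in these data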;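 note: 0% = enzyme with DMSO only and 100% = wells lacking PAFAH1B3 protein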
LYPLA2 inh – LYPLA2 inhibitors, primary screen, counter-screen for PME1 inhibitor project, biochemical, fluorescence polarization, FP-Rh probe ABPP | Acyl-protein thioesterase 2 (Homo sapiens), O95372 | recombinant LYPLA2 | inhibition, % at 5.9 µM | hit rate 0.38% among 320,000 | AID 2177, 2009;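 active = inhibition above the screen-wide mean plus 3 SD, limit set per campaign, cut at about 26% in these data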;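 note: 0% = LYPLA2 with DMSO and 100% = wells lacking LYPLA2 enzyme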
Target sequence (O95372 whole entry, looked up): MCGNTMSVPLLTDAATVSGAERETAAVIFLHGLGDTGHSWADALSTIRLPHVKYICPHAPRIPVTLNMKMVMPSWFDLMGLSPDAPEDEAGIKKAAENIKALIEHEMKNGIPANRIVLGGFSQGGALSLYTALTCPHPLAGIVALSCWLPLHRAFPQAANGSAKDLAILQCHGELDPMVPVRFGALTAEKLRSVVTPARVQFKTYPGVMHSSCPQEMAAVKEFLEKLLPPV
PAD4 inh – human PAD4 inhibitors, primary screen, biochemical, fluorescence polarization, 1536-well format | Protein-arginine deiminase type-4 (Homo sapiens), Q9UM07 | recombinant PAD4, RCA probe fluorescence polarization | inhibition, % at 6.36 µM | hit rate 0.41% among 330,000;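 active = percent inhibition above a cutoff equal to the mean of all tested compounds plus 3 SD, cut at about 15% in these data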;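 note: 0% = PAD4 with RCA probe and DMSO and 100% = probe without PAD4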
pPAFAH inh – pPAFAH enzyme inhibitors, primary screen, biochemical, fluorescence polarization, human | inhibition, % at 3.39 µM | Platelet-activating factor acetylhydrolase (Homo sapiens), Q13093 | hit rate 1.5% among 330,000 | recombinant pPAFAH, FP-rhodamine probe fluorescence polarization | AID 463082, 2010;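 active = inhibition above the mean inhibition across the screen plus 3 SD, cut at about 25% in these data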;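 note: inhibitors block binding of the rhodamine activity-based probe so polarization drops; 0% = enzyme with DMSO and 100% = wells lacking pPAFAH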
Target sequence (Q13093 whole entry, looked up): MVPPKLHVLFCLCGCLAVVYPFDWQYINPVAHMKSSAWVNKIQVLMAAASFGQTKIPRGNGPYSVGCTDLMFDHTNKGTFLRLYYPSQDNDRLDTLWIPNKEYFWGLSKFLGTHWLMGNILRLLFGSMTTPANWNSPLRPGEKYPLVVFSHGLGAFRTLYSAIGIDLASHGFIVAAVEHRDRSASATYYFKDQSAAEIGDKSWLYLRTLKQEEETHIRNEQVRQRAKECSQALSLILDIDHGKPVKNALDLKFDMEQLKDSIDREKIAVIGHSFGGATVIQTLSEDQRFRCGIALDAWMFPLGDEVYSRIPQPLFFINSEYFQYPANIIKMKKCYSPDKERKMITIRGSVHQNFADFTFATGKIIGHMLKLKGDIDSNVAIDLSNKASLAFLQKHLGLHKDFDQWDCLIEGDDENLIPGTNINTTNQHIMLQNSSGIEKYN
PME-1 inh – PME-1 inhibitors via competitive probe labeling, primary screen, biochemical, fluorescence polarization, FP-Rh probe, HTS | AID 2130, 2009 | hit rate 0.53% among 320,000 | inhibition, % at 5.9 µM | Protein phosphatase methylesterase 1 (Homo sapiens), Q9Y570 | recombinant PME-1;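 active = inhibition above the campaign mean of all compounds plus 3 SD, cut at about 26% in these data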;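 note: competitive labeling of PME-1 active site by serine hydrolase directed probe; 0% = PME-1 with DMSO and 100% = wells lacking PME-1 enzyme; inhibitors block probe labeling so polarization falls and inhibition rises; many of its hits are not listed in these tables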
Target sequence (Q9Y570 whole entry, looked up): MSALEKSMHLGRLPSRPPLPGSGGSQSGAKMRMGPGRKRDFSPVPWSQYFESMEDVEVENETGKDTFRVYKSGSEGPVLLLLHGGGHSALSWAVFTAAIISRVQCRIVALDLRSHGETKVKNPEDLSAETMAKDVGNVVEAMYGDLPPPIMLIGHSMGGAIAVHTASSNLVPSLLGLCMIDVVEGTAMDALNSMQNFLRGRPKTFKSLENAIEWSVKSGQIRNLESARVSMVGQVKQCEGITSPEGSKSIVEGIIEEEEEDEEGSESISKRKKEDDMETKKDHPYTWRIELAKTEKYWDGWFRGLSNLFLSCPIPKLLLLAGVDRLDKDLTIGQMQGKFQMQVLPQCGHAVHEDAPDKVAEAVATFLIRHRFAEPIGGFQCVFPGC
Numbers without * were called inactive; / = not tested or not shown. Only part of the results is shown; rates above refer to the full screens.

SMILES	PAFAH2 FP inh	GSTO1 counter	LYPLA1 inh	PAFAH1B2 inh	PAFAH1B3 inh	LYPLA2 inh	PAD4 inh	pPAFAH inh	PME-1 inh
Cc1nc(SCC(O)CO)c([N+](=O)[O-])[nH]1 (configuration not stated)	-5	4	0	6	2	-6	-1	7	-2
CN1CCN(S(=O)(=O)c2cccc3nsnc23)CC1	-9	2	2	1	11	11	-6	-1	1
COCCN(C(=O)COC(=O)CCC(=O)c1cccs1)c1c(N)n(Cc2ccccc2)c(=O)[nH]c1=O	-11	10	0	2	6	4	2	1	0
O=C(NCc1cccs1)C1CCCN(c2ncccn2)C1 (configuration not stated)	-7	-2	4	3	1	6	-4	0	-1
CCn1cc(C(=O)NCC(OC)OC)c(=O)c2cc(S(=O)(=O)N3CCC(C)CC3)ccc21	0	8	2	2	1	6	2	4	5
CCNc1nc(OC)nc(Oc2ccc(C(=O)OC)cc2)n1	2	-2	-2	-2	5	-2	1	-4	0
O=C(N=C1SC2CS(=O)(=O)CC2N1Cc1ccccc1)C1CCCO1 (configuration not stated)	4	17	0	-1	2	-2	-1	-1	-9
O=c1[nH]cnc2scc(-c3ccc(Br)cc3)c12	-3	8	0	0	9	-1	0	3	0
C/C(O)=c1/ccc2cccc3nc(C)nc1c23	18	21	-1	12	9	-2	-3	7	1
CCOC(=O)c1c2c([nH]c(=S)c1C#N)CCCC2	4	1	-1	3	12	18	5	13	-4
Cc1cc(C)n2nc(SC3CCCCN(C(=O)c4ccc(F)cc4)C3=O)nc2n1 (configuration not stated)	0	2	-1	5	-4	-4	-4	2	-2
COC(=O)c1cc(S(=O)(=O)N2CCCCC2)c[nH]1	2	8	-3	-1	5	-2	-1	0	-5
O=c1[nH]c(N2CCc3ccccc32)nc2c1CCCC2	1	6	2	5	-1	6	-6	0	-4
COC(=O)c1sc(S(=O)(=O)N2CC(C)OC(C)C2)c(C(=O)OC)c1C (configuration not stated)	-2	/	0	2	5	4	0	1	0
O=C(Nc1cccc(NC(=O)c2cccs2)c1)c1ccc(Br)o1	-5	-10	-10	3	-3	-10	-5	-2	-11
CN(C)/C(CN1CCCCC1)=C1\N=C(c2ccccc2)OC1=O	2	4	-1	-1	4	1	4	1	0
COc1cc(CC(=O)Oc2ccc3c(c2)OCO3)cc(OC)c1OC	-2	2	-1	9	9	0	7	-2	-3
O=C(O)/C=C/C(=O)NCc1ccccn1	-1	3	2	6	3	6	3	3	-10
COC(=O)c1ccc(NC(=O)c2ccc(NC(=O)c3ccco3)cc2)cc1	-9	-6	-20	-5	-8	-16	-10	-6	-33
N#CCNC(=O)c1cccn1-c1ncc(C(F)(F)F)cc1Cl	4	8	0	-1	2	2	2	-1	3
C=CCn1c(O)c(C2=c3ccccc3=NC2=O)sc1=Nc1ccc(O)cc1	-1	2	0	-1	4	3	1	0	-3
Cc1nc(N2CCC(C)CC2)c2c(C)c(C(=O)Nc3ccc(C(F)(F)F)cc3)sc2n1	-37	-1	-6	-9	-11	2	3	1	-23
CN(Cc1ccccc1)S(=O)(=O)c1ccc2c(c1)NC(=O)CC(=O)N2	0	7	-2	1	10	2	4	5	12
COc1cc(/C=C/C(=O)OCC(=O)NCC2CCCCC2)ccc1O	88*	/	0	4	0	3	-4	28*	9
CCOCCCNC(=O)c1c(N)n(-c2ccc(S(N)(=O)=O)cc2)c2nc3ccccc3nc12	-5	20	-1	-3	-9	0	-6	7	2
CCOc1ccccc1-c1noc(CCCC(=O)NC2CCCCC2)n1	5	3	-1	1	8	5	-6	3	1
O=C(Cc1cccc2ccccc12)Nc1ccccc1	6	-3	0	4	14	-3	2	-7	-6
COc1cccc(C2/C(=C(/O)c3ccccc3)C(=O)C(=O)N2Cc2ccco2)c1 (configuration not stated)	/	-4	0	/	/	2	-2	-4	1
CC(C)CN(C(=O)c1ccco1)c1nc2ccccc2s1	4	10	-1	-5	2	-1	-3	6	-3
COc1ccccc1NS(=O)(=O)c1cccc(C(=O)N/N=C/c2ccc(OCC(=O)O)cc2)c1	6	4	-6	-1	5	-8	-5	-2	1
O=C(Nc1ccon1)c1sc2ccccc2c1Cl	-13	3	-4	5	2	-2	-1	0	1
COc1cc(C=O)ccc1OC(=O)c1cccnc1	-3	4	0	2	6	-2	0	5	-7
Cn1c(=O)c(C(=O)NNC(=O)c2cccc(Cl)c2)c(O)c2ccccc21	-2	2	1	-1	0	1	0	3	-2
CC(OC(=O)COc1ccccc1Cc1ccccc1)C(=O)N(C)c1ccccc1 (configuration not stated)	-3	6	-2	7	3	5	-3	10	10
Cc1cc(C)c(OCCNC(=O)c2ccccc2Sc2ccccc2C#N)c(C)c1	3	15	-5	-1	4	-9	2	7	1
O=[N+]([O-])c1nn(-c2ccc3c(c2)OCCO3)n(O)c1=Nc1ccc(Cl)cc1	3	15	-3	6	3	3	-5	9	5
COC(=O)Oc1ccc(/C=N/NC(=O)CN(c2ccccc2Cl)S(C)(=O)=O)cc1OC	2	5	-8	0	-3	-5	-4	-10	1
C=CCNCC(=O)Nc1sc2c(c1C(=O)Nc1ccc(OC)cc1OC)CCC2	-2	-1	-1	9	10	1	-4	12	11
N#CCc1c(C#N)c(N)nc(N2CCN(Cc3ccc4c(c3)OCO4)CC2)c1C#N	-3	-5	-5	0	3	-9	-24	-4	-5
Cc1c(C#N)c(N=CN(C)C)c(C(=O)c2ccc(Br)cc2)n1-c1ccccc1	-5	-2	-2	5	-4	-4	-1	2	-4
Cn1c(C(=O)OCC(=O)NCCc2ccccc2)cc2sccc21	14	1	0	4	3	0	4	5	1
O=C(OCC(=O)N1CCCCC1)c1ccccc1SCC(=O)N1CCCCC1	3	2	-2	3	3	-10	-3	6	0
OCCNCC1(O)C2CC3CC(C2)CC1C3 (configuration not stated)	-13	-3	-4	11	-3	-3	1	-4	-6
O=C(O)CNS(=O)(=O)c1ccc2c(c1)CCCC2	3	-4	0	3	-3	-2	-10	-3	-1
COCc1cc(=O)[nH]c(/N=C(\N)Nc2ccc(C)cc2)n1	-5	0	-3	6	-4	0	4	6	-1
O=C(Nc1ccc(C(=O)O)cc1)/C(=C/c1cccc(Br)c1)NC(=O)c1ccco1	5	6	-1	5	6	-3	0	0	2
O=C(O)CCN1C(=O)C2C3c4ccccc4C(c4ccccc43)C2C1=O (configuration not stated)	-2	4	-3	0	-3	3	-3	-5	1
CCCCc1nc2n[nH]c(N)c2c2c1CCC2	-4	2	4	-1	6	4	-3	3	3
CCOC(=O)N1CCN(CC(O)COc2c(C)cccc2C)CC1 (configuration not stated)	-10	3	0	1	8	-3	-6	0	-3
Cc1ccc(/C(N)=N/OC(=O)c2ccc3ccccc3c2)cc1	0	5	0	3	11	4	-3	2	1
CC(C)Oc1ccc(S(=O)(=O)N2CCCCC2)cc1NC(=O)CN1C(=O)NC2(CCCC2)C1=O	8	-1	0	2	0	0	-5	7	4
COC(=O)C1=C(C)N=C2SC(C)C(=O)N2C1c1ccc(C(=O)OC)cc1 (configuration not stated)	-11	10	2	1	-3	0	5	-1	-4
C[C@@H]1C(=O)O[C@H]2CC34[C@H]5C[C@@H](C(C)(C)C)[C@]36[C@@H](OC(=O)[C@@H]6O)O[C@@]4(C(=O)O5)[C@]21O (some centres not stated)	-6	9	0	3	7	-2	0	2	1
CC(=O)NS(=O)(=O)c1ccc2sc(C)nc2c1	-1	7	1	3	4	8	2	1	-7
CCOc1cc2[nH]c(=S)n(CCCN3CCCC3=O)c(=O)c2cc1OCC	-11	2	0	3	3	4	-5	0	-2
CN(C)/N=C/c1ccc(N2CCOCC2)cc1	1	8	-2	-1	0	2	-2	-3	-9
CC(C)CN(C)C(=O)CC1C(=O)NCCN1C (configuration not stated)	19	-1	-4	2	5	-5	2	1	1
Cc1onc(-c2ccccc2)c1C(=O)Nc1cc(C(F)(F)F)ccc1N1CCOCC1	3	11	-4	7	8	2	1	-2	-3
CCOC(=O)c1c(NC(=O)COC(=O)Cc2ccccc2[N+](=O)[O-])sc(C(=O)N(C)C)c1C	2	2	5	-1	16	6	-8	2	-1

Part of the list above, set out differently.
SMILES | PAFAH2 FP inh | GSTO1 counter | LYPLA1 inh | PAFAH1B2 inh | PAFAH1B3 inh | LYPLA2 inh | PAD4 inh | pPAFAH inh | PME-1 inh
O=C(O)CCN1C(=O)C2C3c4ccccc4C(c4ccccc43)C2C1=O (configuration not stated) | -2 | 4 | -3 | 0 | -3 | 3 | -3 | -5 | 1
CCCCc1nc2n[nH]c(N)c2c2c1CCC2 | -4 | 2 | 4 | -1 | 6 | 4 | -3 | 3 | 3
CCOC(=O)N1CCN(CC(O)COc2c(C)cccc2C)CC1 (configuration not stated) | -10 | 3 | 0 | 1 | 8 | -3 | -6 | 0 | -3
Cc1ccc(/C(N)=N/OC(=O)c2ccc3ccccc3c2)cc1 | 0 | 5 | 0 | 3 | 11 | 4 | -3 | 2 | 1
CC(C)Oc1ccc(S(=O)(=O)N2CCCCC2)cc1NC(=O)CN1C(=O)NC2(CCCC2)C1=O | 8 | -1 | 0 | 2 | 0 | 0 | -5 | 7 | 4
COC(=O)C1=C(C)N=C2SC(C)C(=O)N2C1c1ccc(C(=O)OC)cc1 (configuration not stated) | -11 | 10 | 2 | 1 | -3 | 0 | 5 | -1 | -4
C[C@@H]1C(=O)O[C@H]2CC34[C@H]5C[C@@H](C(C)(C)C)[C@]36[C@@H](OC(=O)[C@@H]6O)O[C@@]4(C(=O)O5)[C@]21O (some centres not stated) | -6 | 9 | 0 | 3 | 7 | -2 | 0 | 2 | 1
CC(=O)NS(=O)(=O)c1ccc2sc(C)nc2c1 | -1 | 7 | 1 | 3 | 4 | 8 | 2 | 1 | -7
CCOc1cc2[nH]c(=S)n(CCCN3CCCC3=O)c(=O)c2cc1OCC | -11 | 2 | 0 | 3 | 3 | 4 | -5 | 0 | -2
CN(C)/N=C/c1ccc(N2CCOCC2)cc1 | 1 | 8 | -2 | -1 | 0 | 2 | -2 | -3 | -9
CC(C)CN(C)C(=O)CC1C(=O)NCCN1C (configuration not stated) | 19 | -1 | -4 | 2 | 5 | -5 | 2 | 1 | 1
Cc1onc(-c2ccccc2)c1C(=O)Nc1cc(C(F)(F)F)ccc1N1CCOCC1 | 3 | 11 | -4 | 7 | 8 | 2 | 1 | -2 | -3
CCOC(=O)c1c(NC(=O)COC(=O)Cc2ccccc2[N+](=O)[O-])sc(C(=O)N(C)C)c1C | 2 | 2 | 5 | -1 | 16 | 6 | -8 | 2 | -1
